Source: PubChem BioAssay (several laboratories)
RSV antiviral HEp-2 – RSV antiviral activity via CPE protection, HEp-2 cells, primary 10 µM value included (AID 2391) | HEp-2 cells, RSV-induced CPE inhibition; higher % means a stronger effect | CPE inhibition, % at 10 µM, or IC50 in µM where a hit was titrated | 310,000 tested, 0.13% active; in the data active means a potency from the dose series; inconclusive means CPE inhibition mostly from about 23% at the one dose, without a potency; inactive means the rest, 99 in 100 with CPE inhibition below about 21%; further: strong numbers were not always called active
MgcRacGAP inhibition – MgcRacGAP GTPase-activating activity inhibitors, confirmation, biochemical, ADP Hunter fluorescence; MgcRacGAP-stimulated Rac1 GTP hydrolysis, ADP Hunter fluorescence; higher % means a stronger effect; GST-tagged Rac1 F28L mutant substrate; inhibition, % at 30 µM; hits with a dose series show IC50 in µM; 340,000 tested, 0.6% active;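 active means first-screen hits whose inhibition reached a set limit at any dose in the follow-up dose series; inconclusive means inhibition above the set first-screen limit but never retested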;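 further: fluorescence reports GDP produced by GAP-driven GTP hydrolysis; strong numbers were not always called active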
SV40 large T antigen – TAg ATPase/helicase activity blockers – biochemical (AID 1903) | SV40 large T antigen ATPase/helicase inhibition assay; higher % means a stronger effect | inhibition, % at 20 µM, or IC50 in µM where a hit was titrated | 310,000 tested, 0.39% active; in the data active means a potency from the dose series; inconclusive means inhibition mostly from about 32% at the one dose, without a potency; inactive means the rest, 99 in 100 with inhibition below about 32%; further: strong numbers were not always called active
K1F lysis inhibition – inhibition of K1F phage lysis, E. coli UTI89, bacterial capsule biogenesis inhibitors, alamar blue (AID 488966). E. coli UTI89 K1F phage lysis, alamar blue, 2 h; higher % means a stronger effect. 340,000 tested, 0.02% active. one-dose inhibition, % at 100 µM; IC50 in µM for titrated hits;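 active means phage lysis inhibition, versus mean bacterial control, above a set limit; inconclusive means no clear call, values can overlap the other calls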;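 further: capsule biogenesis inhibitors block K1F phage lysis so surviving cells raise fluorescence; higher fluorescence means more inhibition of phage lysis; actives were called in the ten point dose series up to 300 µM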
Salmonella PhoP GFP – inhibitors of PhoP regulon expression, primary screen, Salmonella Typhimurium, GFP reporter (AID 1863); S. Typhimurium PhoP-regulated promoter GFP reporter, 4 h; higher % means a stronger effect; inhibition, % at 50 µM, or IC50 in µM where a hit was titrated; 300,000 tested, 0.16% active;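 active means inhibition over 29.93%, a cutoff 3 SD above the screen mean, later confirmed by dose response; inconclusive means inhibition over 29.93% but no dose response follow-up; inactive means inhibition at most 29.93% or unconfirmed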;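 further: 0% = low Mg2+ inducing control and 100% = high Mg2+ repressing control; strong numbers were not always called active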
NTR1 ag – agonists of NTR1, primary screen, imaging, U2OS cells, beta-arrestin-GFP, high content (AID 493036); NTR1-U2OS beta-arrestin-GFP spot imaging, agonist mode; activation, % at 20 µM; 330,000 tested, 0.17% active;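 active means activation at or above 40% of the spot to cytoplasm intensity ratio, with at least 20 cells analyzed; inconclusive means wells under 20 cells, flagged as cytotoxic or low count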;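 further: 0% = DMSO without peptide and 100% = 100 nM NTR1 peptide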
Target sequence (P30989 whole entry, looked up): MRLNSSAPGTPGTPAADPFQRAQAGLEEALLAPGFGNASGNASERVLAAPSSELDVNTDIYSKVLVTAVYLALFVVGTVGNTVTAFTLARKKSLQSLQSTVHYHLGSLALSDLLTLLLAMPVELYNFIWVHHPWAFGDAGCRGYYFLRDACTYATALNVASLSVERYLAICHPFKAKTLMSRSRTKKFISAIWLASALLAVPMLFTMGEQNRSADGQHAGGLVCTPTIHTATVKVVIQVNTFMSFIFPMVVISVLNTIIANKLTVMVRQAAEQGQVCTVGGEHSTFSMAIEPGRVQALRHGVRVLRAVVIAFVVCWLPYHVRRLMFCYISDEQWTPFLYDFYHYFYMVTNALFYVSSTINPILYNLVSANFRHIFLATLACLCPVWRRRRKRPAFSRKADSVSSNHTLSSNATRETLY
T cell modulator – T cell immune modulators affecting CD8 T cell-vesicle binding | 330,000 tested, 0.068% active | calls only at 7 µM | 2C CD8+ T cell-vesicle binding, flow cytometry; active compounds read low;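 active means response, share of CD8 T cells binding vesicles, and their 90th percentile fluorescence all below set limits, cut at about 80% in these data, passing the limit was not always enough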
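Also added: QL9-peptide-loaded Drosophila micro-vesicles bearing Ld, ICAM-1 and B7-1; Test system: purified 2C TCR transgenic mouse naive CD8+ T cells; Measured by: cytometric PE anti-B7-1 and Alexa647 anti-CD8 signals after 1% paraformaldehyde fixation; Timing: binding step 1.5 h, 37 °C, antibody labelling 20 min, ice.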
Dengue-2 NS5 capping – flavivirus cap methylation enzyme inhibition – biochemical, confirmation dose response, primary screen (AID 588689). Dengue-2 NS5 methyltransferase capping enzyme assay, biochemical; higher % means a stronger effect. 340,000 tested, 0.3% active. inhibition, % at 25 µM, or IC50 in µM where a hit was titrated; in the data active means a potency from the dose series; inconclusive means inhibition above about 29% without an active follow-up result
West Nile antiviral – inhibition of WNV-induced cytopathic effect – cell-based, CPE readout (AID 1621); 290,000 tested, 0.02% active; CPE inhibition, % at 10 µM, or IC50 in µM where a hit was titrated; West Nile virus-infected cells, CPE inhibition; higher % means a stronger effect; in the data active means a potency from the dose series; inconclusive means CPE inhibition mostly from about 3.7% at the one dose, without a potency; inactive means the rest, 99 in 100 with CPE inhibition below about 2.2%; further: strong numbers were not always called active
T cell modulator vesicle-bound % – also measured in T cell modulator; calls as there; double positive events, %; measured here: CD8+ vesicle-bound cell fraction;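 binding gate set so that unloaded-vesicle control wells show 10% double positive cells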
NTR1 ag cell count 20 µM – also measured in NTR1 ag; calls as there; cell count; measured here: cell count, cytotoxicity flag
Dengue-2 NS5 capping pilot replicate – also measured in Dengue-2 NS5 capping; calls as there; inhibition, %; measured here: pilot screen replicate inhibition
Starred values were filed as active, the others as inactive; i = inactive; ? = inconclusive; . = no result given; [ ] = remark or other dose.

SMILES	RSV antiviral HEp-2	MgcRacGAP inhibition	SV40 large T antigen	K1F lysis inhibition	Salmonella PhoP GFP	NTR1 ag	NTR1 ag cell count 20 µM	T cell modulator	T cell modulator vesicle-bound %	Dengue-2 NS5 capping	West Nile antiviral	others
COc1ccc(Nc2oc(COc3ccc(Cl)cc3)nc2C#N)cc1	15.1%	10.7%	0.3%	1.8%	-9.2%	-1.7	88	i	39.4	-8.8%	-0.2%
CCS(=O)(=O)c1nc(S(=O)(=O)c2ccc(Cl)cc2)c(N2CCCC2)s1	2.9%	4.6%	2.6%	0.4%	3.6%	-0.3	62	i	29.3	-5.9%	0.1%
CCN(CC(=O)Nc1cc(C)c(Cl)cc1OC)CC(=O)NC1CCS(=O)(=O)C1 (stereo not given)	3.6%	8.4%	2.7%	0.1%	4.3%	1.0	67	i	43.1	1.5%	0.0%
COc1ccc(C)cc1NC(=O)CSc1nnc(-c2cc3cccc(OC)c3o2)n1N	2.1%	-8.6%	-1.4%	-0.2%	2.0%	-0.4	40	i	26.0	0.0%	0.0%
CCCCCc1c(O)nc(SCCN(C)C)[nH]c1=O	-0.6%	-8.4%	9.4%	0.1%	-4.3%	0.7	58	i	36.9	-5.5%	0.0%
CSC(=NCc1cccnc1)NS(=O)(=O)c1cccs1	0.3%	-4.2%	4.5%	0.1%	-0.7%	-0.3	51	i	58.9	12.4%	0.2%
COc1ccc(OCc2nnc(SCC(=O)Nc3ccccc3Cl)o2)cc1	3.3%	6.1%	3.4%	0.0%	4.4%	2.2	46	i	49.3	-2.7%	-0.5%
COc1cc(C(=S)N2CCOCC2)cc(OC)c1OC(=O)c1cc([N+](=O)[O-])c(C)c([N+](=O)[O-])c1	1.7%	9.0%	2.2%	-0.6%	-3.6%	-1.0	82	i	40.1	-1.2%	0.0%
CN(CCNC(=O)c1ccc(N2CCCC2=O)cc1)CCc1ccccc1	0.8%	14.0%	3.3%	0.9%	-4.8%	0.9	41	i	43.7	-3.4%	-0.1%
CC(C)(C)NC(=O)CN1CCN(C(=O)CCl)CC1	0.1%	7.6%	4.8%	0.4%	-2.5%	0.8	54	i	32.6	1.5%	0.3%

Random excerpt: four compounds from above
SMILES	RSV antiviral HEp-2	MgcRacGAP inhibition	SV40 large T antigen	K1F lysis inhibition	Salmonella PhoP GFP	NTR1 ag	NTR1 ag cell count 20 µM	T cell modulator	T cell modulator vesicle-bound %	Dengue-2 NS5 capping	West Nile antiviral	others
CN(CCNC(=O)c1ccc(N2CCCC2=O)cc1)CCc1ccccc1	0.8%	14.0%	3.3%	0.9%	-4.8%	0.9	41	i	43.7	-3.4%	-0.1%
COc1ccc(C)cc1NC(=O)CSc1nnc(-c2cc3cccc(OC)c3o2)n1N	2.1%	-8.6%	-1.4%	-0.2%	2.0%	-0.4	40	i	26.0	0.0%	0.0%
COc1ccc(Nc2oc(COc3ccc(Cl)cc3)nc2C#N)cc1	15.1%	10.7%	0.3%	1.8%	-9.2%	-1.7	88	i	39.4	-8.8%	-0.2%
CCCCCc1c(O)nc(SCCN(C)C)[nH]c1=O	-0.6%	-8.4%	9.4%	0.1%	-4.3%	0.7	58	i	36.9	-5.5%	0.0%

The main list resumes, repeating the 2 entries before the break.
SMILES	RSV antiviral HEp-2	MgcRacGAP inhibition	SV40 large T antigen	K1F lysis inhibition	Salmonella PhoP GFP	NTR1 ag	NTR1 ag cell count 20 µM	T cell modulator	T cell modulator vesicle-bound %	Dengue-2 NS5 capping	West Nile antiviral	others
CN(CCNC(=O)c1ccc(N2CCCC2=O)cc1)CCc1ccccc1	0.8%	14.0%	3.3%	0.9%	-4.8%	0.9	41	i	43.7	-3.4%	-0.1%
CC(C)(C)NC(=O)CN1CCN(C(=O)CCl)CC1	0.1%	7.6%	4.8%	0.4%	-2.5%	0.8	54	i	32.6	1.5%	0.3%
O=C1CC(Sc2ncn[nH]2)C(=O)N1c1ccccc1 (stereo not given)	0.7%	6.0%	17.6%	-9.0%	8.8%	-0.8	61	i	46.5	-12.5%	0.6%
O=C(O)c1ccc(-c2ccc(/C=c3/sc4nc5ccccc5n4c3=O)o2)cc1Cl	2.1%	48.4µM*	31.7%	0.2%	-15.1%	-0.2	74	i	14.6	-6.5%	0.1%
CCCCC/C=C/C1=CC(=O)C[C@H](c2ccc(OC)c(OC)c2)C1	3.9%	2.6%	.	-0.4%	.	3.9	62	i	18.3	-0.8%	.
O=S(=O)(Nc1cccc(-c2ccc(N3CCOCC3)nn2)c1)c1ccc(Cl)c(Cl)c1	?	10.7%	11.9%	-1.0%[50 µM]	-3.0%	4.5	67	i	42.0	10.1%	.
CCCc1cc(C(=O)Nc2ccc(CC)cc2)no1	4.0%	4.1%	-4.5%	0.2%	-7.3%	-0.6	46	i	16.8	-1.6%	0.1%
CCC(=O)Nc1ccc(OCc2nnc3c4ccccc4c(C)nn23)cc1	-2.5%	3.1%	21.0%	0.4%	-10.4%	-1.1	58	i	34.8	-1.5%	-0.9%
O=C(CCn1c(=O)oc2ccccc21)Nc1cccc([N+](=O)[O-])c1	1.1%	6.1%	6.0%	0.1%	0.2%	0.3	42	i	65.5	-2.3%	-0.1%
Nc1ccccc1-c1nnc(SCC(=O)Nc2ccccc2OC(F)F)[nH]c1=O	.	5.5%	.	-0.5%	.	0.7	60	i	50.0	0.4%	.
CCOc1ccc(NC(=O)NNC(=O)c2ccc3ccccc3c2O)cc1	0.6%	13.3%	6.7%	0.0%	0.3%	0.8	62	i	85.7	0.7%	-0.2%
CCS(=O)(=O)N1CCC(C(=O)OCC(=O)c2ccc(Br)cc2)CC1	1.4%	4.2%	.	1.9%	.	-1.7	66	i	45.4	0.0%	0.2%
O=C(c1ccccc1)c1ccc(OCC(O)CN2CCN(Cc3ccccc3)CC2)cc1 (stereo not given)	?	4.9%	1.4%	-0.2%	7.2%	1.4	89	i	22.1	-1.3%	-1.4%
CCOC(=O)N1CCN(C(=O)CSc2ccc3nnc(-c4ccccn4)n3n2)CC1	0.8%	3.5%	3.2%	0.0%	7.0%	0.8	54	i	28.2	-8.2%	0.0%
CCOC(=O)N1CCN(C(=O)Nc2ccc3oc(C)nc3c2)CC1	0.2%	12.9%	17.2%	0.1%	1.5%	-0.8	44	.	.	5.5%	-0.4%
CCOc1ccc(-n2c(SCC(=O)NCc3ccco3)nc3ccccc3c2=O)cc1	3.5%	8.8%	3.7%	0.0%	-2.7%	2.0	30	i	1.5	-11.5%	0.6%
CCCCNC(=O)CSc1nc2ccc(N3CCOCC3)cc2c(=O)n1Cc1ccc(OC)cc1	.	12.8%	10.1%	0.2%	-5.1%	.	.	.	.	-5.3%	-0.7%
Cc1cc(C)c(NC(=O)CS(=O)CC(=O)N2CCN(c3cccc(C)c3C)CC2)c(C)c1 (stereo not given)	14.4%	-3.5%	2.5%	0.1%	-3.1%	-1.5	32	i	24.1	-7.9%	-0.3%
Cc1cccc2cc(C(c3nnnn3Cc3ccccc3)N3CCN(C)CC3)c(=O)[nH]c12 (stereo not given)	0.1%	3.0%	6.7%	3.5%	-8.0%	-2.5	84	i	52.5	1.8%	0.0%
CC(Oc1ccccc1F)C(=O)NNC(=O)CCNC(=O)c1ccco1 (stereo not given)	-1.3%	2.8%	-0.2%	0.5%	2.6%	1.0	54	i	52.3	0.0%	.
COc1cc(SC#N)ccc1N=Cc1c(C)[nH]n(-c2ccc(C)cc2C)c1=O	0.6%	17.8%	7.19µM*	0.3%	7.9%	3.6	37	i	31.8	-16.1%	0.0%
COc1ccc(NS(=O)(=O)c2ccc(NC(C)=O)cc2)c(OC)c1	1.1%	2.8%	10.6%	-0.3%	2.5%	-1.1	31	i	44.7	.	-0.4%
CCCCc1cc(=O)oc2cc(C)cc(OCC(=O)Nc3cccnc3)c12	1.8%	6.9%	.	0.0%	2.2%	1.2	56	i	17.6	-13.8%	0.7%
CCCCCNS(=O)(=O)c1cc(C)ccc1OC	2.2%	-3.0%	18.3%	-3.2%	29.4%	2.1	65	i	28.7	-5.8%	-1.0%
Cc1ccnc(NC(=O)c2cccc(NS(=O)(=O)c3ccccc3C)c2)c1	.	11.7%	4.0%	0.2%	13.7%	.	.	.	.	0.0%	0.2%
COc1ccc(CNC(=O)c2nccnc2CO)cc1	0.2%	11.9%	3.0%	3.4%[50 µM]	2.9%	0.1	55	i	23.1	-5.2%	-0.5%
CCOc1cc(NC(=S)NCc2ccco2)c(OCC)cc1NC(C)=O	2.6%	12.2%	13.6%	0.0%	-7.5%	-1.2	54	i	24.7	-0.7%	-0.5%
COc1ccc(NC(=O)C(=O)NCCO)cc1Cl	2.5%	-6.7%	16.2%	-0.2%[50 µM]	-10.4%	2.5	81	i	32.7	-4.5%	-1.1%
CCCOC(=O)CC1C(=O)NCCN1Cc1cc(OC)cc(OC)c1 (stereo not given)	-0.5%	0.7%	.	0.3%	.	1.1	41	i	42.7	-3.7%	-1.2%
Cc1cc(OCC(=O)Nc2ccncc2)cc(C)c1Cl	0.4%	2.0%	20.5%	0.2%	-5.2%	2.6	49	i	28.5	0.0%	-0.8%	Dengue-2 NS5 capping pilot replicate=-2.4
C=CCN1C(=O)C(O)(CC(=O)c2ccc(-n3cccc3)cc2)c2ccccc21 (stereo not given)	-0.4%	1.2%	4.0%	0.6%	10.6%	1.0	69	i	12.7	-12.2%	-0.5%
Cc1cc(N(CCO)CCO)nc(-n2nc(C)cc2C)n1	1.9%	2.5%	-1.6%	5.5%	1.0%	1.9	58	i	52.2	-2.4%	-0.1%
